NOD1 NF-kB reporter – NOD1 signaling inhibitors, primary screen, cell-based, luminescence, uHTS (AID 1578); inhibition, % at 4 µM; hits with a dose series show EC50 in µM; NOD1-driven NF-kB luciferase reporter cells, luminescence; higher % means a stronger effect; 290,000 tested, 1% active; in the data active = inhibition mostly above about 36%, no sharp cut-off; inactive = mostly below about 34%;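 note: HEK-293T reporter cells stimulated with the NOD1 agonist gamma-tri-DAP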
Siah-1 displacement – Siah-1 peptide-binding antagonists, primary screen, biochemical, fluorescence polarization, rhodamine-plectin, uHTS (AID 1817); 290,000 tested, 0.02% active; one-dose displacement, % at 20 µM; IC50 in µM for titrated hits; Siah-1 / rhodamine-plectin peptide fluorescence polarization; higher % means a stronger effect; E3 ubiquitin-protein ligase SIAH1 (Homo sapiens);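 active = displacement of at least 50% at 20 µM, with a fluorescence ratio check between 0.3 and a set limit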;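 note: plate controls were Siah plus tracer with DMSO for no effect and tracer alone without Siah for full effect; strong numbers were not always called active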
HIV fusion peptide – inhibitors of HIV fusion peptide binding, primary screen, biochemical, uHTS, fluorescence dequenching (AID 1986). 290,000 tested, 0.3% active. inhibition, % at 20 µM, or IC50 in µM where a hit was titrated. cell-free peptide binding, fluorescence dequenching, 30 min; higher % means a stronger effect; in the data active = inhibition mostly above about 52%, no sharp cut-off; inactive = mostly below about 76%; note: some results filed as inactive read as strong as hits
KOR beta-arrestin-1 – KOR agonists, beta-arrestin recruitment, primary screen, cell-based, luminescence, uHTS (AID 1777) | KOR beta-arrestin recruitment, luminescence; higher % means a stronger effect | activation, % at 10 µM, or EC50 in µM where a hit was titrated | 280,000 tested, 0.02% active; in the data active = activation above about 50%, passing the limit was not always enough; note: a part of the inactive calls stands beside numbers as strong as those of hits
GPR55 LPI antagonism – GPR55 antagonists blocking LPI-driven arrestin recruitment, primary screen, imaging, U2OS, beta-arrestin-GFP, LPI agonist (AID 2013); U2OS GPR55 beta-arrestin-GFP translocation imaging, LPI antagonism; higher % means a stronger effect; one-dose inhibition, % at 10 µM; IC50 in µM for titrated hits; 290,000 tested, 0.13% active;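 active = spots per cell inhibited over 60%, with over 100 cells counted and total cytoplasm intensity under 500,000; inconclusive = wells with under 100 cells, flagged as likely toxic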;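 note: U2OS cells stably carrying GPR55 and arrestin-GFP stimulated by 5 µM LPI near EC80; imaged beta-arrestin-GFP aggregate spots per cell after agonist stimulation; plate controls were LPI-stimulated DMSO wells for no effect and DMSO wells without LPI for full effect; some results filed as inactive read as strong as hits; confirmed hits need IC50 under 10 µM and bright autofluorescent wells are also inconclusive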
GPR55 beta-arrestin – GPR55 agonists via beta-arrestin recruitment, primary screen, imaging, U2OS cells, beta-arrestin-GFP redistribution (AID 1961) | activation, % at 10 µM, or EC50 in µM where a hit was titrated | 290,000 tested, 0.048% active | U2OS GPR55 beta-arrestin-GFP redistribution imaging; higher % means a stronger effect | G-protein coupled receptor 55 (Homo sapiens);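 active = activation above 40% with more than 50 cells counted in the well; inconclusive = wells holding fewer than 50 cells, flagged as toxic or sparse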;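 note: U2OS osteosarcoma cells stably expressing GPR55 and beta-arrestin-GFP; plate controls were DMSO negative control for no effect and LPI positive control for full effect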
KOR beta-arrestin-2 – KOR antagonists, beta-arrestin recruitment, cell-based, luminescence, uHTS (AID 1778); KOR beta-arrestin recruitment, luminescence, antagonist mode; higher % means a stronger effect; 290,000 tested, 0.091% active; Kappa-type opioid receptor (Homo sapiens); one-dose inhibition, % at 10 µM; IC50 in µM for titrated hits; in the data active = inhibition above about 50%; note: strong numbers were not always called active
GPR35 arrestin U2OS – GPR35 antagonists blocking zaprinast-driven arrestin recruitment, primary screen, imaging, U2OS, beta-arrestin-GFP, zaprinast agonist (AID 2058) | 290,000 tested, 0.052% active | one-dose inhibition, % at 10 µM; IC50 in µM for titrated hits | G-protein coupled receptor 35 (Homo sapiens) | U2OS GPR35 beta-arrestin-GFP translocation imaging, zaprinast antagonism; higher % means a stronger effect;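 active = inhibition of at least 50% with at least 30 cells and total cytoplasm GFP at most 10,000,000; inconclusive = under 30 cells or total GFP of 10,000,000 plus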
AID2073 – inhibitors of Mint1-CaV2.2 protein interaction, biochemical, HTRF (AID 2073); HTRF protein-protein interaction, Mint1-CaV2.2; higher % means a stronger effect; inhibition, % at 20 µM, or IC50 in µM where a hit was titrated; 290,000 tested, 0.19% active; in the data active = inhibition mostly above about 51%, no sharp cut-off; inconclusive = no clear call, values can overlap the other calls; inactive = mostly below about 53%; note: some results filed as inactive read as strong as hits
* marks the source's active call; other numbers are inactive results; ? = inconclusive; / = not tested or not shown; [ ] = dose if it differs, or a comment.

Every second line gives: NOD1 NF-kB reporter | Siah-1 displacement | HIV fusion peptide | KOR beta-arrestin-1 | GPR55 LPI antagonism | GPR55 beta-arrestin | KOR beta-arrestin-2 | GPR35 arrestin U2OS | AID2073
#1 O=C(CCS(=O)(=O)c1ccccc1)N1CCOCC1
    -48% | -1% | -1.0% | -4.5% | 1% | 0.6% | -11% | -10% | 4%
#2 CCOc1ccc(Nc2nc(Cc3nnc(SCC(=O)NC4CCCCC4)n3C)cs2)cc1
    -17% | 1% | 1.0% | 91% | -9% | -0.1% | 8% | -12% | -32%
#3 CCCCSc1nc(O)c(C2OC(=O)c3c2ccc(OC)c3OC)c(=O)n1-c1ccccc1 (configuration not stated)
    23% | 0% | 1.0% | 6.0% | 1% | 0.2% | -44% | 2% | 7%
#4 CC(C)(C)OCC(O)CN1CCN(C(=O)c2ccccc2)CC1 (configuration not stated)
    -37% | 5% | 1.2% | -1.6% | -7% | 0.3% | 14% | -3% | -1%
#5 CCC(Cc1ccccc1)NC(=O)CCNS(=O)(=O)c1cc(Br)cnc1N (configuration not stated)
    -25% | 3% | 1.5% | -6.1% | 2% | 0.1% | -34% | -1% | 8%
#6 Cc1ccc(C(=O)NC23CC4CC(CC(C4)C2)C3)c(Cl)c1
    -26% | 4% | 1.5% | -5.4% | -12% | 0.3% | 12%[20 µM] | -5% | 7%
#7 CC(=O)c1c(C)[nH]c(C(=O)OCC(=O)N2CCN(S(=O)(=O)c3ccc(C)cc3C)CC2)c1C
    -13% | 0% | -1.5% | -7.7% | 2% | 0.3% | -23% | -17% | 5%
#8 CCSc1nncn1/N=C/c1ccc(OC)c(OC)c1
    -29% | 3% | 3.0% | -2.9% | 6% | -0.5% | -5% | 10% | 7%
#9 N#CC1=C(N)Oc2cc(O)c(C=Nc3ccccc3)cc2C1c1ccccc1 (configuration not stated)
    37% | -6% | 18% | -4.7% | -6% | 0.3% | 33% | -17% | 26%
#10 Cc1ccc(NC(=S)NCc2ccc(Cl)cc2)c(OC(F)F)c1
    -10% | 0% | -1.0% | 3.4% | 10% | -0.2% | -3% | -4% | ?
#11 CCOC(=O)c1c(NC(=O)/C=C/c2ccc3c(c2)OCO3)sc(C)c1C
    / | -6% | -4.4% | -3.1% | -2% | -0.2% | 24% | 8% | 5%
#12 Cc1ccc(Oc2nc(C(F)(F)F)nc3ccccc23)cc1
    2% | 0% | -0.7% | -3.0% | -5% | 0.3% | -13% | 8% | 2%
#13 COc1ccc(OC)c(S(=O)(=O)NC2CCCCC2)c1
    6% | -6% | 0.0% | -2.8% | 4% | 0.5% | 14% | -14% | -1%
#14 Cc1nnc(SCc2ccc(CC(=O)O)cc2)o1
    -5% | 0% | 38% | 1.0% | 13% | -0.2% | 0% | -8% | 23%
#15 COC(=O)C(C)N(c1ccc(OC)cc1)S(C)(=O)=O (configuration not stated)
    -23% | 0% | -1.3% | -3.5% | -7% | 0.3% | -5% | -12% | 6%
#16 CS(=O)(=O)NCc1ccc(C(=O)O)cc1
    4% | -2% | -0.7% | -1.5% | 1% | -0.3% | -20% | 2% | -2%
#17 O=C(CN(c1ccc(F)cc1)S(=O)(=O)c1ccc2c(c1)OCCO2)Nc1ccccc1
    15% | -4% | 12% | 1.2% | 11% | 0.0% | 15% | 17% | 68%
#18 Cn1c(=O)oc2cc(S(=O)(=O)NCCC(=O)NC3CCCc4ccccc43)ccc21 (configuration not stated)
    -13% | 6% | 3.5% | 2.3% | 1% | -0.2% | 14% | 1% | -8%
#19 COc1cccc(OC)c1C(=O)N1CCN(Cc2ccncc2)CC1
    1% | 6% | -0.9% | -1.4% | -1% | -0.3% | 5% | 19% | -4%
#20 COc1cc(/C=N/NC(=O)COc2ccccc2[N+](=O)[O-])ccc1OC(=O)c1ccco1
    -31% | 9% | -1.8% | 3.4% | 2% | -0.6% | 3% | -7% | 7%

Overlap with the part before: 2 entries, then new ones.
Every second line gives: NOD1 NF-kB reporter | Siah-1 displacement | HIV fusion peptide | KOR beta-arrestin-1 | GPR55 LPI antagonism | GPR55 beta-arrestin | KOR beta-arrestin-2 | GPR35 arrestin U2OS | AID2073
#19 COc1cccc(OC)c1C(=O)N1CCN(Cc2ccncc2)CC1
    1% | 6% | -0.9% | -1.4% | -1% | -0.3% | 5% | 19% | -4%
#20 COc1cc(/C=N/NC(=O)COc2ccccc2[N+](=O)[O-])ccc1OC(=O)c1ccco1
    -31% | 9% | -1.8% | 3.4% | 2% | -0.6% | 3% | -7% | 7%
#21 CC1Sc2ccc(S(=O)(=O)CCC(=O)Nc3ccccn3)cc2NC1=O (configuration not stated)
    -17% | -5% | -0.9% | -0.4% | -13% | 0.5% | -9% | 6% | 4%
#22 Cc1ccc(S(=O)(=O)N2CCC(C(=O)N[C@H](C(=O)NC3CCS(=O)(=O)C3)C(C)C)CC2)cc1 (some centres not stated)
    -29% | 1% | 0.4% | 0.4% | 2% | 0.2% | -13% | 11% | 27%
#23 CCSc1c(-c2ccccc2)nc2c(C)cccc2c1C(=O)O
    2% | 0% | 1.7% | -4.2% | 14% | -0.1% | -3% | 4% | 11%
#24 C=CCn1c(Cc2cccs2)nnc1SC/C=C/c1ccccc1
    11% | -6% | -2.3% | 5.3% | 25% | -0.1% | 2% | 2% | -4%
#25 COc1ccc(OCc2cc(/C=N\NC(=O)c3ccccc3)ccc2OC)cc1
    -6% | 3% | -0.5% | -4.0% | 3% | 0.0% | 0% | 0% | 10%
#26 COc1ccccc1NC(=O)CC1COc2ccccc2O1 (configuration not stated)
    10% | 5% | -3.2% | 1.4% | 21% | -0.1% | -10% | -5% | -5%
#27 CCOc1ccccc1Nc1ccc(C(=O)O)cc1N
    -16% | -1% | -0.8% | 1.8% | 6% | -0.3% | -33% | -8% | 6%
#28 COc1ccc(/C=C2/N=C(c3cccs3)OC2=O)cc1OC(C)C
    -11% | 2% | 106%* | -4.2% | -3% | -0.2% | -6% | -13% | 13%
#29 O=C(CN1CCCCCC1)N/N=C/c1cccc(Cl)c1
    -19% | 11% | 4.8% | 0.8% | 6% | -0.1% | -8% | -5% | -4%
#30 O=C(CN1C(=O)/C(=C/c2ccco2)SC1=S)NC1CCS(=O)(=O)C1 (configuration not stated)
    -9% | 2% | 37% | -2.2% | -12% | -0.1% | -21% | 18% | 12%
#31 COc1ccc(OC)c(CCNC(=O)Cn2cccc2C(=O)c2ccccc2C)c1
    -20% | 0% | -0.2% | -3.6% | 1% | -0.4% | -11% | -2% | 14%
#32 CCCCC(=O)Nc1nc(C)c(C(C)=O)s1
    -18% | 3% | 0.9% | -1.0% | 17% | -0.2% | -7% | -4% | 3%
#33 O=C(CNc1ccc(Br)cc1)c1ccc(Br)s1
    -59% | -1% | 5.2% | 1.7% | 0% | 0.2% | -40% | -5% | 6%
#34 Cc1c(C(=O)C(=O)NCCCn2ccnc2)c2ccccc2n1C
    -31% | 0% | 2.4% | 1.2% | 1% | 0.6% | -27% | 2% | 2%
#35 COc1cc(NC(=O)CCCNC(=O)c2ccc(Cl)cc2)cc(OC)c1
    -4% | 3% | -0.7% | 4.2% | 7% | -0.2% | -26% | -2% | 23%
#36 NC(N)=N/N=C/c1ccc(OCc2ccccc2Cl)cc1
    -46% | -1% | -1.7% | 6.6% | -2% | 1.0% | -52% | -4% | -2%
#37 Cc1ccc(CNC(=O)CCS(=O)(=O)c2ccc(Br)cc2)cc1
    -14% | 9% | 1.3% | -2.8% | -12% | -0.3% | 7% | -9% | 20%
#38 Fc1ccc(Nc2nc(N3CCOCC3)nc(N3CCOCC3)n2)cc1
    -9% | 15% | 2.1% | 2.4% | 7% | -0.2% | -5% | 6% | 14%
#39 O=C(COCC(=O)N/N=C/c1ccc(F)cc1)N/N=C/c1ccc(F)cc1
    -26% | 3% | 2.7% | -4.8% | -2% | -0.1% | -4% | 13% | -3%
#40 Cc1c(Cc2ccccc2)c(=O)oc2c(C)c(OCC(=O)N3CCC(C(=O)O)CC3)ccc12
    -8% | 12% | 2.4% | -6.5% | 1% | -0.1% | -88%[20 µM] | -11% | 12%

Profiles from above:
CC1Sc2ccc(S(=O)(=O)CCC(=O)Nc3ccccn3)cc2NC1=O (configuration not stated) is entered as NOD1 NF-kB reporter = -17%; Siah-1 displacement = -5%; HIV fusion peptide = -0.9%; KOR beta-arrestin-1 = -0.4%; GPR55 LPI antagonism = -13%; GPR55 beta-arrestin = 0.5%; KOR beta-arrestin-2 = -9%; GPR35 arrestin U2OS = 6%; AID2073 = 4%
CCSc1c(-c2ccccc2)nc2c(C)cccc2c1C(=O)O is entered as NOD1 NF-kB reporter = 2%; Siah-1 displacement = 0%; HIV fusion peptide = 1.7%; KOR beta-arrestin-1 = -4.2%; GPR55 LPI antagonism = 14%; GPR55 beta-arrestin = -0.1%; KOR beta-arrestin-2 = -3%; GPR35 arrestin U2OS = 4%; AID2073 = 11%

The list goes on.
nr	Molecule	NOD1 NF-kB reporter	Siah-1 displacement	HIV fusion peptide	KOR beta-arrestin-1	GPR55 LPI antagonism	GPR55 beta-arrestin	KOR beta-arrestin-2	GPR35 arrestin U2OS	AID2073
41	CCOC(=O)C1CCCN(CC(=O)Nc2cccc(C(C)=O)c2)C1 (configuration not stated)	2%	-5%	-1.5%	0.1%	7%	-0.7%	-4%	3%	-2%
42	Cc1cccc2[nH]c(SCC(=O)O)nc12	-15%	7%	-1.9%	-4.5%	16%	-0.9%	-8%	-14%	-1%
43	CC(C)C(=O)NC(=S)Nc1ccc(S(=O)(=O)NC(C)(C)C)cc1	14%	-6%	-2.9%	-5.4%	13%	-0.2%	-56%	1%	-8%
44	CCN(CC)S(=O)(=O)c1ccc(N=Nc2c(N)[nH]c(=O)[nH]c2=O)cc1	-9%	0%	-0.2%	-0.6%	0%	0.7%	23%	-4%	4%
45	Cc1cc(C(=O)Nc2ccncc2)ccc1[N+](=O)[O-]	-6%	6%	0.8%	-16%	-3%	-0.1%	20%	13%	-6%

Just AID2073, GPR55 beta-arrestin and HIV fusion peptide (3 entries from above):
#	smiles	AID2073	GPR55 beta-arrestin	HIV fusion peptide
44	CCN(CC)S(=O)(=O)c1ccc(N=Nc2c(N)[nH]c(=O)[nH]c2=O)cc1	4%	0.7%	-0.2%
41	CCOC(=O)C1CCCN(CC(=O)Nc2cccc(C(C)=O)c2)C1 (configuration not stated)	-2%	-0.7%	-1.5%
43	CC(C)C(=O)NC(=S)Nc1ccc(S(=O)(=O)NC(C)(C)C)cc1	-8%	-0.2%	-2.9%

Source: PubChem

A portion of the library; count on the stated rates, not on these rows.
